TRPC6 activator = mouse TRPC6 channel activators, primary screen, cell-based, HEK293, membrane potential dye. B-score at 10 µM. HEK293-TRPC6 membrane potential dye fluorescence; stronger effect = higher value. Short transient receptor potential channel 6 (Mus musculus), Q61143. 310,000 tested, 0.13% active. AID 2550, 2010;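 active = B-score of the integrated fluorescence ratio above library mean plus 3 SD, and starting fluorescence ratio within library mean plus 5 SD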;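 also: higher score means more depolarization so channel activation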
Target sequence (Q61143 whole entry, looked up): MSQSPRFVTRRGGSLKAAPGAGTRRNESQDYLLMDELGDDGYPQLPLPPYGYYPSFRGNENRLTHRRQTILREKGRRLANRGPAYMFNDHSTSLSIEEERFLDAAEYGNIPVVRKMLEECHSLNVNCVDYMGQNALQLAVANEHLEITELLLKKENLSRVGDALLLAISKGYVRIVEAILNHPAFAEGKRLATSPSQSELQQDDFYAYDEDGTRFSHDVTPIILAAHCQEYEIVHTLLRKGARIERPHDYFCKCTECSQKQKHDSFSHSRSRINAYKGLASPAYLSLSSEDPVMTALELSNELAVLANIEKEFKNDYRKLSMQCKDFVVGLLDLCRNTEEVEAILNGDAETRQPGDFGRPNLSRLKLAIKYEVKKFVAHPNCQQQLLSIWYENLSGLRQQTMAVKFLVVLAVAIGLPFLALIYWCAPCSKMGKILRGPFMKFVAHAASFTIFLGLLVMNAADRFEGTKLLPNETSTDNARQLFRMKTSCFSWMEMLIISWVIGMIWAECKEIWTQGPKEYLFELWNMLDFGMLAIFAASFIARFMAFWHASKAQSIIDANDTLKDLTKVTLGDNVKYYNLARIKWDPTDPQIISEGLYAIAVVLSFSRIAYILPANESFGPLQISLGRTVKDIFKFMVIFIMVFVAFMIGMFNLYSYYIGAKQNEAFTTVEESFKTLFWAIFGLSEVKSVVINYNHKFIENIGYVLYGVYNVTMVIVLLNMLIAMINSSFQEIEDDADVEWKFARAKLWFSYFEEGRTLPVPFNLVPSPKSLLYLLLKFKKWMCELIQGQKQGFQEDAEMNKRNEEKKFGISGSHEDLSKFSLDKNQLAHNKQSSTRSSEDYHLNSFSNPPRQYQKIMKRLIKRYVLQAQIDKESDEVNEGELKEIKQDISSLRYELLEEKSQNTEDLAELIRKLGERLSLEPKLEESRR
ANO1 block = TMEM16A chloride channel inhibitors, primary screen, cell-based, HTS; HEK293 TMEM16A/YFP iodide influx fluorescence, ionomycin; Anoctamin-1 (Mus musculus), Q8BHY3; normalized B-score (activity score, 25-100; higher = stronger inhibition) at 10 µM; AID 588511, 2011; 310,000 tested, 1.2% active;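 active = ratio plate-corrected score three or more library SD toward inhibition, starting fluorescence score within five deviations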;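 also: score derived from kinetic fluorescence span divided by baseline fluorescence per well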
MrgX1 PAM = positive allosteric modulators of MrgX1, primary screen, HEK293 cells, Fluo-4 calcium flux; AID 588675, 2011; B-score at 10 µM; FDSS; stronger effect = higher value; Mas-related G-protein coupled receptor member X1 (Homo sapiens), Q96LB2; 310,000 tested, 0.63% active;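 active = plate-corrected calcium response at least 3 library SD above typical, normal starting fluorescence, not activating the receptor alone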;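 also: compound read alongside a low EC10 to EC30 dose of BAM8-22 agonist; peak minus trough fluorescence over baseline measured at the second addition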
MrgX1 ag = agonists of human MrgX1 receptor, primary screen, HEK293 cells, Fluo-4 calcium flux. Mas-related G-protein coupled receptor member X1 (Homo sapiens), Q96LB2. Fluo-4 calcium fluorescence, agonist mode; stronger effect = higher value. B-score at 10 µM. 310,000 tested, 0.44% active;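 active = calcium response B-score plate-corrected fluorescence ratio at least 3 library SD, with starting fluorescence B-score inside 5 SD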
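Test system: HEK293 cells stably expressing human MrgX1 receptor; amount: 15,000 cells per well; doses: compound delivered in addition one of three; times: overnight plating before 1 h dye loading; detection: Fluo-4 NW calcium-flux fluorescence, kinetic read; read-out basis: B-scored fluorescence response ratio; controls: positive and negative controls per plate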
MrgX1 antagonist = antagonists of human MrgX1 receptor, primary screen, HEK293 cells, Fluo-4 calcium flux; BAM8-22 antagonism; stronger effect = lower value; B-score at 10 µM; 310,000 tested, 1.3% active;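 active = calcium-response B-score plate-corrected more than 3 library SD below zero, starting fluorescence within 5 deviations, no agonist response on first addition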;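 also: peak minus trough fluorescence over baseline after final BAM8-22 challenge near maximal dose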
HDAC3 inh = HDAC3 deacetylase inhibitors, primary screen, biochemical, fluorescence, cell-free homogeneous; recombinant HDAC3, fluorogenic peptide/trypsin coupled; inhibition, % at 8.3 µM; 320,000 tested, 0.15% active; AID 2718, 2010; in the data active = inhibition above about 26%, passing the limit was not always enough; inconclusive = no clear call, values can overlap the other calls
RGS4 block = RGS4 inhibitors, primary screen, cell-based, HEK293 M3R inducible RGS4, calcium flux. Regulator of G-protein signaling 4 (Homo sapiens), P49798. Fluo-4 calcium flux; stronger effect = higher value; triggered by carbachol at its EC20. B-score at 10 µM. 310,000 tested, 0.45% active;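 active = B-score, a plate-corrected calcium signal, over three deviations above library mean, with baseline fluorescence within five deviations of library mean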;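 also: RGS4 expression induced by doxycycline in cells with stable M3 receptor; B-score is computed from the integrated fluorescence ratio over baseline after carbachol; higher B-score means a larger calcium signal and so more RGS4 inhibition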
Target sequence (P49798 whole entry, looked up): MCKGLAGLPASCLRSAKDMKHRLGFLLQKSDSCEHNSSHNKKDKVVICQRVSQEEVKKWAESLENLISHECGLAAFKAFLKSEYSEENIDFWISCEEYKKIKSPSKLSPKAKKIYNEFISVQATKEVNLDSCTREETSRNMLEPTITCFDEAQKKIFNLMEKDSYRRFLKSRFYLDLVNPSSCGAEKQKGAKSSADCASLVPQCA
RGS4 pot = RGS4 potentiators or activators, primary screen, cell-based, HEK293 M3R inducible RGS4, calcium flux | AID 463111, 2010 | 310,000 tested, 0.92% active | carbachol calcium flux Fluo4; stronger effect = lower value | B-score at 10 µM;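 active = B-score of the integrated calcium signal more than 4 SD below the library mean, with starting fluorescence not abnormally high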;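 also: negative B-score means reduced calcium response which marks RGS4 activation or potentiation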
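Detection: kinetic calcium fluorescence imaging with Fluo4-AM dye, 2 µM / Material: HEK293 cells with stable M3R and inducible RGS4 / Schedule: recording 10 s baseline at 1 Hz, 100 s post-agonist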
SKKanGAS inh = S. pyogenes SKKanGAS growth inhibitors in kanamycin, primary screen, streptokinase expression inhibitor project, SKKanGAS strain, BacTiter-Glo luminescence | 6 h | inhibition, % at 7.5 µM | 300,000 tested, 1.3% active | AID 1662, 2009;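 active = mean replicate score, as percent of positive control median, at least 50; inconclusive = mean below 50 but one replicate at or above 50; inactive = mean and every replicate below 50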;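 also: strain carries kanamycin resistance gene driven by streptokinase promoter and grows in 40 µg/ml kanamycin; loss of luminescence reflects streptokinase promoter inhibition or plain growth inhibition; 0% = median of DMSO wells and 100% = positive control at its reference dose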
TRPC6 inh = mouse TRPC6 channel inhibitors, primary screen, cell-based, HEK293, membrane potential dye. ACh-evoked depolarization; stronger effect = lower value. B-score at 10 µM. 310,000 tested, 1.1% active. AID 2553, 2010;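 active = B-score under library mean minus 3 SD, initial fluorescence not abnormally high, positive integrated signal ratio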;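 also: B-score derived from integrated fluorescence ratio over the kinetic read; more negative B-score means stronger inhibition of depolarization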
ANO1 activ = TMEM16A chloride channel activators or potentiators, primary screen, cell-based, HTS | Anoctamin-1 (Mus musculus), Q8BHY3 | HEK293 TMEM16A/YFP-H148Q/I152L, iodide quench fluorescence; stronger effect = lower value | B-score at 10 µM | 340,000 tested, 0.3% active;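 active = fluorescence-ratio B-score plate-corrected deviation score at least 3 library SD below zero, with starting fluorescence score within 5 deviations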;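 also: channel opened by trigger with iodide after compound preincubation; score built on the fluorescence ratio of max minus min over baseline; more negative score means more quench and so TMEM16A activation or potentiation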
An asterisk follows results filed as active; i = inactive; ? = inconclusive; / = no result given.

SMILES	TRPC6 activator	ANO1 block	MrgX1 PAM	MrgX1 ag	MrgX1 antagonist	HDAC3 inh	RGS4 block	RGS4 pot	SKKanGAS inh	TRPC6 inh	ANO1 activ
CC(=O)O[C@H]1C2OC(=O)C(C)=C2[C@@H]2OC(=O)[C@]3(CCC4OC41C)OC23 (stereo partly specified)	i	i	i	i	i	-1.5	i	i	-1.6	i	i
O=C(c1ccc(=O)oc1)N1CCCc2ccccc21	i	i	i	i	i	7.7	i	i	-6.2	i	i
COc1ccc2c(c1)c1ncn(Cc3ccco3)c(=O)c1n2C	i	i	i	i	i	-16.0	i	i	3.9	i	i
Cc1cc(OC(=O)C2CC2)c([N+](=O)[O-])c(=O)[nH]1	i	i	i	i	i	0.6	i	i	-3.6	i	i
O=C(N1CCCCC1)C1(S(=O)(=O)c2ccccc2)CC=CC1	i	i	i	i	i	-3.4	i	i	4.0	i	i
Cc1cccc(CCNS(=O)(=O)c2ccc3c(c2)NC(=O)CS3)c1	i	i	i	i	i	0.1	i	i	-21.3	i	i
CCCn1c(C(C)NC(=O)c2ccccc2)n[nH]c1=S (stereo unspecified)	i	i	i	i	i	-10.6	i	i	6.8	i	i
Cc1ccccc1-c1nc(CN2CCC(C(=O)NCCN3CCOCC3)CC2)c(C)o1	i	i	i	i	i	4.1	i	i	-6.6	i	i
CCCNC(=O)NC(=O)COC(=O)c1ccc(S(=O)(=O)N(C)c2ccccc2OC)cc1	i	i	i	i	i	2.4	i	i	2.1	i	i
O=S(=O)(c1ccccc1)c1ncc(C(F)(F)F)cc1O	i	i	i	i	i	0.5	i	i	2.7	i	i
COc1sc(SC)cc1/C=N/NC(=O)c1ccncc1	i	i	i	i	i	5.7	i	i	1.3	i	i
CC1CCCC(NC(=O)c2cc(S(=O)(=O)N3CCOCC3)ccc2F)C1C (stereo unspecified)	i	i	i	i	i	-0.3	i	i	-4.0	i	i
O=C(Cc1ccc(Br)cc1)NC1CCN(Cc2ccccc2)CC1	i	i	i	i	i	5.7	i	i	3.2	i	i
CN(C)CCCNC(=O)c1cc(C(=O)Cc2ccccc2)c[nH]1	i	i	i	i	i	4.0	i	i	-1.7	i	i
CCn1c(=O)c(C(=O)NNC(=O)c2ccccc2Br)c(O)c2ccccc21	i	i	i	i	i	-0.8	i	i	89.6*	i	i
CN(C)C(=O)c1cc(C(=O)c2ccccc2Cl)c[nH]1	i	i	i	i	i	3.9	i	i	-1.2	i	i
COc1ccc(/C=N/NC(=O)C2c3ccccc3-c3ccccc32)cc1	i	i	i	i	i	1.7	i	i	6.3	i	i
Cc1cc(=O)[nH]c2ccc(S(=O)(=O)Nc3ccccc3)cc12	i	i	i	i	i	2.5	i	i	-5.8	i	i
CCOc1ccc2oc(C(=O)N3CCN(c4ccccn4)CC3)c(C)c2c1	i	i	i	i	i	1.0	i	i	3.8	i	i
COc1cc(OC)cc(C(=O)N2CCN(C(=O)c3ccc(-c4ccccc4)cc3)CC2)c1	i	i	i	i	i	-1.2	i	i	-10.6	i	i
CC(C)(C)C(=O)/C=c1\[nH]c(=O)/c(=C\c2ccc(C#N)cc2)s1	i	i	i	i	i	0.9	i	i	9.7	i	i
COCCNc1nnc(SC(C)C(=O)Nc2c(C)n(C)n(-c3ccccc3)c2=O)s1 (stereo unspecified)	i	i	i	i	i	-2.9	i	i	13.0	i	i
COc1cc(OC)cc(C(=O)NCc2n[nH]c(=S)n2-c2ccccc2OC)c1	i	i	i	i	i	7.8	i	i	0.4	i	i
COc1cc(C(=O)Oc2c(OC)cc(C(=S)N3CCOCC3)cc2OC)cc(OC)c1OC	i	i	i	i	i	5.1	i	i	-1.9	i	i
CC(=O)NCCc1c(C)n(Cc2ccccc2)c2ccccc12	i	i	i	i	i	-1.6	i	i	-0.2	i	i
O=C(NCc1cccnc1)c1cc(S(=O)(=O)N2CCCC2)c(Cl)cc1Cl	i	/	/	/	/	/	i	i	7.0	i	i
Cc1ccc(C2=NS(=O)(=O)N(C)C(C(=O)NCc3ccccc3)=C2)cc1	i	i	i	i	i	18.4	i	i	4.6	i	i
O=C(NCC1CCCO1)C1CCCCN1S(=O)(=O)c1ccc(F)cc1 (stereo unspecified)	i	i	i	i	i	2.2	i	i	-2.3	i	i
CN(C)c1ccc(/C=N/NC(=O)c2ccccc2O)o1	i	i	i	i	i	1.0	i	i	-1.0	i	i
Cc1cc(=O)oc2c3c(cc(OCC(=O)N4CCC[C@H]4C(=O)O)c12)OC(C)(C)CC3	i	i	i	i	i	-129.7	i	i	3.2	i	i
CN(C(=O)COC(=O)c1cc(Br)c(Br)s1)C1CCS(=O)(=O)C1 (stereo unspecified)	i	i	i	i	i	-2.7	i	i	-14.9	i	i
COC(=O)c1ccc(N2CCOCC2)c(NC(=O)c2cccnc2)c1	i	i	i	i	i	4.6	i	i	5.0	i	i
COc1cc(CNCc2ccccc2)cc(Cl)c1OC	i	i	i	i	i	-1.6	i	i	4.8	i	i
O=C(Cc1coc2ccc3ccccc3c12)NCc1cccs1	i	i	i	i	i	0.8	i	i	-1.2	i	i
Cc1sc2nc(C)n(/N=C/c3ccccc3)c(=O)c2c1C	i	i	i	i	i	-1.2	i	i	4.8	i	i
COc1ccccc1NC(=O)Nc1nn(C)c2cccc(OC)c12	i	i	i	i	i	1.9	i	i	-20.9	i	i
CC1(C)OC(=O)C(=NNc2ccc(Cl)cc2)C(=O)O1	i	i	i	i	i	6.6	i	i	-5.9	i	i
CCOC(=O)C1CCN(C(c2cccnc2)c2c(NC(=O)c3ccco3)sc(C)c2C)CC1 (stereo unspecified)	i	i	i	i	i	8.7	i	i	6.5	i	i
COCCn1c(N)c(C(=O)OCc2ccccc2)c2nc3ccccc3nc21	i	i	i	i	i	-33.4	i	i	3.0	i	i
c1ccc(-c2ncc3ccccn23)cc1	i	i	i	i	i	-7.4	i	i	1.3	i	i
O=C(CC(O)(c1ccccc1)C(F)(F)C(F)F)c1cccs1 (stereo unspecified)	i	i	i	i	i	9.0	i	i	/	i	i
O=C(COC(=O)c1ccc(F)cc1)Nc1cc(S(=O)(=O)N2CCOCC2)ccc1N1CCCC1	i	i	i	i	i	-3.7	i	i	-8.9	i	i
CCOc1ccccc1NC(=O)CSc1nc(=O)n(Cc2ccncc2)c2c1CCC2	i	i	i	i	i	3.4	i	i	37.8	i	i
Cc1ccc(C(=O)N2CCCC(CCC(=O)NCc3ccc(F)c(F)c3)C2)cn1 (stereo unspecified)	i	/	/	/	/	/	i	i	1.7	i	i
CC(C)COC(=O)C(C#N)c1nc2ccccc2nc1N1CCN(Cc2ccccc2)CC1 (stereo unspecified)	i	i	i	i	i	?	i	i	20.2	i	i
COc1ccc(-c2cccc(NC(=O)COc3ccc(Cl)cc3)c2)nn1	i	i	i	i	i	-1.4	i	i	3.3	i	i
COc1c(OC(C)=O)ccc(/C=C/c2ccc3cccc(OCc4ccccc4)c3n2)c1[N+](=O)[O-]	i	i	i	i	i	7.1	i	i	24.4	i	i
Cc1c(NC(=O)c2cc(-c3ccc(Br)cc3)on2)c(=O)n(-c2ccccc2)n1C	i	i	i	i	i	-1.0	i	i	11.6	i	i
Cc1cccc(N(CC(=O)NCc2ccccc2)C(=O)Cn2nnc(-c3ccc(C)o3)n2)c1	i	i	i	i	i	1.7	i	i	11.3	i	/
Cc1cc(S(=O)(=O)N2CCOCC2)ccc1OCC(=O)N1CCCC1	i	i	i	i	i	-6.1	i	i	3.1	i	i
CN1C(=O)NC(c2ccccc2)C2=C1CN(CCc1ccccc1)C2=O (stereo unspecified)	i	i	i	i	i	-7.7	i	i	4.0	i	i
O=C1C2CCCN2C(=O)N1CCCCN1CCN(CCO)CC1 (stereo unspecified)	i	i	i	i	i	0.4	i	i	-3.2	i	i
Cn1c(Cn2nnc3ccccc32)nnc1SCC(=O)N1c2ccccc2CCc2ccccc21	i	i	i	i	i	4.1	i	i	0.1	i	i
O=C(NCc1ccccn1)C1CCCCC1	i	i	i	i	i	2.9	i	i	-9.6	i	i
Cn1c(=O)c(C(=O)CCl)c(N)n(Cc2ccccc2)c1=O	i	i	i	i	i	-1.6	i	i	0.4	i	i
CN(C(=O)COc1ccccc1)c1nc(-c2ccc(F)cc2)cs1	i	i	i	i	i	-5.1	i	i	-3.9	i	i
CCOC(=O)C1CCN(C(=S)NC(=O)c2cccs2)CC1	i	i	i	i	i	-0.7	i	i	-0.4	i	i
O=C(COC(=O)/C=C/c1ccccc1F)Nc1nnc(-c2ccccc2)o1	i	i	i	i	i	2.6	i	i	67.6*	i	i
Nc1nonc1-n1nnc(C(=O)N/N=C/C2CC=CCC2)c1CSc1ccccc1 (stereo unspecified)	i	i	i	i	i	9.1	i	i	-3.5	i	i
O=C(CN1CCCCCC1)Nc1ccccc1Oc1ccccc1	i	i	i	i	i	-1.1	i	-7.21*	-5.5	i	i
(cont.)
SMILES	TRPC6 activator	ANO1 block	MrgX1 PAM	MrgX1 ag	MrgX1 antagonist	HDAC3 inh	RGS4 block	RGS4 pot	SKKanGAS inh	TRPC6 inh	ANO1 activ
O=C(c1ccc(Br)s1)N1CCN(c2ncccn2)CC1	i	i	i	i	i	11.0	i	i	-0.6	i	i
CCOC(=O)C1CCN(C(=O)Nc2ccc(Cl)cc2)CC1	i	i	i	i	i	2.4	i	i	-0.2	i	i
COc1ccc(C2c3sc(=O)[nH]c3SCC2C(N)=O)cc1 (stereo unspecified)	i	i	i	i	i	5.0	i	i	1.8	i	i
O=C(COc1ccccc1)Nc1nc2ccccc2[nH]1	i	i	i	i	i	-8.1	i	i	5.2	i	i
COc1cccc(N(C(=O)CNC(=O)c2ccco2)C(C(=O)NC2CCCC2)c2ccncc2)c1 (stereo unspecified)	i	i	i	i	i	6.1	i	i	7.9	i	i
Cc1noc(C)c1S(=O)(=O)Nc1ccccc1Oc1ccccc1	i	i	i	i	i	1.3	i	i	5.7	i	i
C=CCNC(=O)c1ccccc1CCc1ccccc1	i	i	i	i	i	5.4	i	i	-2.3	i	i
CCCN1CCC(NC(=O)Nc2cc(Cl)ccc2OC)CC1	i	i	i	i	i	-7.2	i	i	-1.7	i	i

Source: PubChem BioAssay

Not a hit list. About 6.7% of those tested had a hit in this group.
